Screening results as filed in PubChem.
phage Ecoli inh = growth loss of phage-infected E. coli, primary screen, RecBCD inhibitor project, absorbance, with phage, HTS. inhibition, % at 11.9 µM. hit rate 0.26% among 360,000. AID 651602, 2012; in the data active = inhibition above about 11%
Arr AP2 block = inhibitors of beta-arrestin/AP2 binding, primary screen, biochemical, GPCR trafficking, flow cytometry; beta-arrestin 1 C-terminal peptide binding to AP2 beta2-adaptin appendage (human); inhibition, % at 10 µM; hit rate 0.31% among 340,000; AID 504490, 2011; FITC-arrestin peptide / GST-AP2 beads; AP2 beta2 appendage carries R879A mutation;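 active = inhibition above a set limit, near 3 SD of compounds lacking own fluorescence, cut at about 54% in these data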;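 also: plate controls were DMSO wells for no effect and 5 µM unlabelled arrestin peptide for full effect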
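System: GST-AP2 R879A glutathione beads; medium: PBS, Tween 20 0.05%, BSA 0.1%; reagent: fluorescein-tagged arrestin peptide at 50 nM final; schedule: pre-incubation 12 min, peptide binding 1 h, room temperature; detection: flow cytometry, FL1 (488/535 nm); read-out: inhibition as reduced fluorescein signal on beads, percent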
Tat transport = E. coli Tat export inhibitors, primary screen, MC4100, TorA-mCherry reporter, fluorescence, single point; inhibition, % at 10 µM; hit rate 0.036% among 340,000;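 active = mean replicate inhibition at least 50% and at least half of replicates individually reaching 50%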;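 also: exported cargo escapes ClpAP degradation while cytoplasmic cargo is degraded and loses fluorescence; 0% = median of neutral control wells and 100% = median of NaSCN control wells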
OPRM1-OPRD1 inv = inverse agonists of MOR-DOR heterodimerization, primary screen, cell-based, luminescence; hit rate 0.21% among 340,000; AID 504357, 2011; inhibition, % at 9.3 µM; cell-based MOR-DOR heterodimer luminescence, inverse agonism; in the data active = inhibition above about 22%, passing the limit was not always enough;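 also: 0% = cells with DMSO and 100% = wells without cells with DMSO; values of inactives mirror those of a sister screen read the other way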
Target sequence (P35372 whole entry, looked up): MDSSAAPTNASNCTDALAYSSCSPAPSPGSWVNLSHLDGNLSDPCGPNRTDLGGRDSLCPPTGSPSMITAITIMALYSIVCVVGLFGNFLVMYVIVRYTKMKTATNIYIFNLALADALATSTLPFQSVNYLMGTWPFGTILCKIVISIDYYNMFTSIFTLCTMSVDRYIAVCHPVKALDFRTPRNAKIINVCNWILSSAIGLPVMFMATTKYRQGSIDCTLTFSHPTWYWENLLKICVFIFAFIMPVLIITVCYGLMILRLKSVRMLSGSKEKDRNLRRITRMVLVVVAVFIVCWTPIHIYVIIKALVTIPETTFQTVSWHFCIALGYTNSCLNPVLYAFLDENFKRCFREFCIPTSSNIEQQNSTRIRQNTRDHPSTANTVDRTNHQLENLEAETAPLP
Target sequence (P41143 whole entry, looked up): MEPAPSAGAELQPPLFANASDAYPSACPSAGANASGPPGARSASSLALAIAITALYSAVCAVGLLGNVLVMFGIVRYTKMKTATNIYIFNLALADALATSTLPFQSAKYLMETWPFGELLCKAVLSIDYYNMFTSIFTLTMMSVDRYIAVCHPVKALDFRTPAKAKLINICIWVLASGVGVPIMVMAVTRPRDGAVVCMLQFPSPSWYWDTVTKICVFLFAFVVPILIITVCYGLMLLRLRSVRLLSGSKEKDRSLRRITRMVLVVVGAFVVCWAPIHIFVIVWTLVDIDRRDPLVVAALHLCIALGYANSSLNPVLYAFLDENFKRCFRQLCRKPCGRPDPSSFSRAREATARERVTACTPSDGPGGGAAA
Ecoli viability = E. coli V3065 growth inhibition, primary screen, counter-screen for AddAB inhibitor project, absorbance, OD600; inhibition, % at 11.9 µM; AID 449728, 2010; 18 h; hit rate 0.27% among 330,000;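 active = inhibition above the campaign's mean inhibition across all tested compounds plus 3 SD, cut at about 9.9% in these data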;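 also: uninfected addAB+ strain grown without phage in ampicillin broth; 0% = DMSO wells and 100% = ciprofloxacin 0.95 µg/ml wells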
AddAB inh = growth inhibition of E. coli expressing H. pylori AddAB, primary screen, AddAB inhibitor project, absorbance. inhibition, % at 11.9 µM. hit rate 0.29% among 330,000; in the data active = inhibition above about 12%;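 also: 0% = vehicle wells of infected cells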
PfHsp90 set2 = growth inhibition of PfHsp90-expressing yeast, primary screen, antimalarial PfHsp90 inhibitor project, S. cerevisiae, BacTiter-Glo luminescence, single point, set 2. inhibition, % at 9.4 µM. AID 504621, 2011. hit rate 0.32% among 310,000. BacTiter-Glo ATP, 48 h; yeast lacking PDR1 and PDR3 efflux regulators;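 active = every replicate shows inhibition above about 80%, whatever the replicate mean, limit read from the data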;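 also: 0% = DMSO neutral controls and 100% = 20 µM radicicol positive controls; yeast relying on Plasmodium falciparum Hsp90 in place of its own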
SUMO Mot1 rescue = yeast Mot1-301 growth rescue at high temperature, primary screen, SUMOylation pathway inhibitor project, S. cerevisiae, ATP luminescence, 38.5C | S. cerevisiae Mot1-301 growth rescue; percent above DMSO median, 100 means doubled | growth rescue, % at 18.8 µM | hit rate 1% among 320,000;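 active = every valid replicate shows activation above 250% relative to neutral control wells; inactive = the rest, any valid replicate at or below 250%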;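 also: OY570 slx delta 5 strain wells were the positive control but not used for scaling; some compounds called inactive have numbers as strong as hits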
PKA-R1A act = activators of PKA-R1A holoenzyme, primary screen, biochemical, fluorescence polarization, Cy5-IP20, bovine R1A, mouse PKAc; PKA-R1A dissociation; scaled: DMSO 0%, 113 µM cGMP 100%; hit rate 0.083% among 340,000; activation, % at 11.4 µM; cAMP-dependent protein kinase type I-alpha regulatory subunit (Bos taurus) + …; AID 504707, 2011;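 active = percent activation above the mean of all tested compounds plus 3 SD, cut at about 19% in these data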;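 also: higher means more PKAc released from R1A so a rise in polarization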
OPRM1-OPRD1 ag = agonists of OPRM1-OPRD1 heterodimerization, primary screen, cell-based, luminescence; Mu-type opioid receptor (Homo sapiens) + Delta-type opioid receptor (Homo sapiens), …; cells; activation, % at 9.3 µM; hit rate 0.3% among 340,000; AID 504326, 2011; in the data active = activation above about 18%;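 also: 0% = vehicle-treated cells and 100% = reference agonist; values of inactives mirror those of a sister screen read the other way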
Pemphigus Ab inh = inhibitors of pemphigus antibody binding to DSG3, primary screen, biochemical, bead-based, flow cytometry, scFv-GFP | Desmoglein-3 (Homo sapiens), P32926 | binding (percent of control), % at 10 µM | DSG3-coupled beads, scFv-anti-DSG3-GFP binding; hits give low values | hit rate 0.48% among 310,000 | AID 588358, 2011;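 active = binding more than 3 SD below its plate's average and above zero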;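 also: hits lower antibody fragment binding to DSG3; some compounds called inactive have numbers as strong as hits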
An asterisk follows results filed as active; / = not tested or not shown.

Value order – SUMO Mot1 rescue	Pemphigus Ab inh	OPRM1-OPRD1 inv	OPRM1-OPRD1 ag	PfHsp90 set2	Arr AP2 block	Tat transport	AddAB inh	PKA-R1A act	Ecoli viability	phage Ecoli inh
COc1cc(/C=N/NC(=O)c2cc(C)n(-c3ccc(F)cc3)c2C)cc(OC)c1O
  /	103	0	-0.1	4	-6	-10	-1.0	-2	-0.9	0.9
COc1cccc(N2CCN(Cc3nnnn3C3CCCCC3)CC2)c1
  12	106	2	-0.5	4	20	2	3.3	-4	0.3	1.9
CC(=O)Nc1ccc(S(=O)(=O)NCCSCc2c(Cl)cccc2Cl)cc1
  337	100	3	-0.5	16	6	18	-2.9	8	-4.1	2.5
CCCn1c(SCC(=O)c2c(N)n(C3CC3)c(=O)[nH]c2=O)nc2cc(S(N)(=O)=O)ccc21
  -5	/	4	-1.0	-3	-17	0	0.7	-3	-1.1	0.3
CC(C)OCCCNC(=O)CCCC(=O)Nc1ccc(OCCc2ccccc2)cc1
  366	101	11	-2.4	-7	8	-7	4.3	5	-0.3	-0.9
CC1CCCN(C(=O)CN2C(=O)C(C)Oc3ccccc32)C1 (centres undefined)
  14	96	7	-1.2	23	24	10	-0.1	-7	-0.2	-0.3
COc1ccc(NC(=S)N2CCC(c3nc4ccccc4[nH]3)CC2)c(OC)c1
  -9	86	-7	1.1	-34	4	3	0.5	-6	-2.5	-0.2
COCCNC(=O)CCCn1c(=O)c2cc(OC)c(OC)cc2n(CC(=O)Nc2ccc(C)c(F)c2)c1=O
  -22	94	19	-3.6	7	4	4	-0.3	-7	-0.1	0.1
COc1cc(NC(=O)c2cc(CC(C)C)on2)c(OC)cc1Cl
  7	99	4	-0.6	-14	-3	6	-0.5	1	-0.3	3.8
CC(C)c1ccc(S(=O)(=O)N2CCN(C(=O)c3cccc(S(=O)(=O)N4CCOCC4)c3)CC2)cc1
  /	99	-3	0.8	/	-5	-6	/	-1	/	0.8
CCOc1cc(S(=O)(=O)N(CC)CC)ccc1Cl
  -5	116	-7	1.4	9	-2	3	1.6	-2	-1.9	0.8
CCN(c1ccccc1)S(=O)(=O)c1ccc(Cl)c(NC(=O)COC(=O)c2ccc[nH]c2=O)c1
  135	103	12	-2.5	15	-2	1	-1.0	-18	-2.0	2.1
Cc1cc(C)nc(SC2c3cccc4cccc(c34)C2NS(=O)(=O)c2ccccc2)n1 (centres undefined)
  /	113	12	-2.2	-1	3	7	1.2	0	-1.4	2.7
COCCNC(=O)Cn1nc(C(F)(F)F)cc1C
  -5	106	4	-0.7	17	9	-4	-2.5	7	-1.4	0.8
O=C(CNS(=O)(=O)c1ccc(Br)cc1Cl)OCC(=O)c1ccc[nH]1
  -8	100	15	-3.1	-19	-1	-2	3.8	-10	0.9	1.3
Cc1nnc(SCC(=O)Nc2ccc(Cl)cn2)n1Cc1ccccc1
  -5	102	15	-2.6	/	7	42	-0.7	1	-0.5	4.2
CC(/C=C/c1ccco1)=N\NC(=O)CNc1ccc2ccccc2c1
  -10	98	-1	0.1	-24	6	2	-0.2	-13	-1.4	2.7
Cc1cccc(N(CC(=O)N2CCCC2)S(=O)(=O)c2ccccc2)c1C
  -17	97	12	-2.0	-1	6	1	0.1	3	0.4	0.9
CCn1c(SCC(=O)c2ccc(CNC(C)=O)o2)nnc1-c1cccs1
  51	104	-21	3.5	-75	4	5	0.6	-4	-0.3	3.0
CCc1cc2c(C)ccc(C)c2nc1SCC(=O)Nc1cc(C)on1
  11	96	8	-1.3	26	3	5	2.8	1	-0.3	0.9
C=CCc1cc(/C=N/NC(=O)CSc2nnc(CCCc3ccc(OC)cc3)o2)cc(OC)c1O
  6	100	-2	0.5	-6	1	1	3.8	-2	-2.6	0.5
CCCC(=O)NC(Nc1ccc(S(=O)(=O)Nc2cc(C)on2)cc1)(C(F)(F)F)C(F)(F)F
  -17	/	0	0.1	10	1	-3	16*	-5	8.1	3.2
COCC(=O)Nc1sc2c(c1C(=O)OC)C(C(=O)OC)CC2 (centres undefined)
  -3	101	19	-3.6	-34	3	-12	2.1	14	0.4	3.0
Cc1ccc(-n2c(CNc3ccc(F)cc3)nnc2SCC(N)=O)cc1
  53	110	0	0.0	/	1	9	0.4	-9	-0.1	2.3
Cc1ccccc1NS(=O)(=O)c1ccc(OCCNS(C)(=O)=O)cc1
  15	104	13	-2.5	-13	-2	-11	4.5	-6	-0.9	2.3
O=C(OCC(=O)N1CCCCCC1)c1n[nH]c(=O)c2ccccc12
  -4	72	14	-2.3	-7	17	-4	1.5	-1	-1.4	0.8
CN1CCN(c2ccc(C(CC(N)=O)NC(=O)Cc3ccc(Br)cc3)cc2[N+](=O)[O-])CC1 (centres undefined)
  3	106	15	-2.6	17	-12	0	3.2	-9	-3.4	2.1
COC(=O)c1ccc(Nc2ncnc3c2cnn3-c2cccc(C)c2)cc1
  23	91	-13	2.3	-6	16	-3	0.1	2	-1.1	0.4
CCOc1ccc2nc(NC(=O)Cn3cnc4c3c(=O)n(C)c(=O)n4C)sc2c1
  11	105	/	/	-18	3	-3	1.0	-5	1.1	2.3
CC1CCCC(NC(=O)COC(=O)c2cccnc2Cl)C1C (centres undefined)
  7	101	16	-4.0	-5	17	8	2.8	-5	3.5	-2.5
CCN1Cc2ccccc2-c2ccccc2S1(=O)=O
  /	99	11	-2.2	5	33	-8	0.6	3	1.6	1.2
COC(=O)CC1C(=O)NCCN1C(=S)Nc1ccc(F)cc1 (centres undefined)
  -3	101	12	-2.4	0	8	-17	1.9	4	3.8	2.0
O=C(CSc1nnnn1C1CCCC1)NCc1ccc2c(c1)OCO2
  -11	106	-10	1.7	0	17	3	0.7	-7	-1.5	-0.2
CCOC(=O)C1=NN(C(=O)Nc2ccc(OC)cc2)C2C(=O)N(c3cccc(C(F)(F)F)c3)C(=O)C12 (centres undefined)
  9	101	10	-2.0	19	9	-8	-1.3	2	-0.9	2.7
Cc1cc(NC(=O)Cn2cc([N+](=O)[O-])cn2)no1
  -6	94	5	-0.9	16	16	-4	-0.2	-3	-1.5	1.7
CCSc1nc2cc(C(=O)OC)ccc2c(=O)n1CC
  3	101	-10	1.8	-45	-9	1	1.6	5	0.6	-1.4
COc1ccccc1Oc1ccc2c(c1)C(=O)N(c1ccc(O)cc1)C2=O
  -13	101	-16	3.5	/	-9	1	3.9	4	-2.2	0.6
O=C(Nc1ccccc1)Nc1ccccc1Br
  26	94	-7	1.5	6	23	8	-0.2	-3	-1.6	-2.7
CC(C)c1nc(C#N)c(NCCCn2ccnc2)o1
  /	103	7	-1.2	45	2	3	1.3	-6	1.1	3.0
CCn1cnc2c(NCCc3cccnc3)nc(C#N)nc21
  -4	99	18	-3.2	/	21	-4	-0.5	-7	0.6	2.9
Nc1ccc2oc(=O)c3ccccc3c2c1
  -1	128	11	-1.9	-3	14	-2	2.0	-4	-0.8	2.6
COc1ccc(-c2csc3ncnc(N4CCN(c5cccc(OC)c5)CC4)c23)cc1
  2	107	8	-1.6	1	-8	4	3.2	-4	-0.1	2.3
CCCC(=O)N1CCN(c2ccc(NC(=O)c3ccc([N+](=O)[O-])o3)cc2)CC1
  /	100	-26	5.8	-23	10	-4	/	-2	/	4.9
Cc1cc([N+](=O)[O-])cc2ncccc12
  -1	100	11	-2.3	-3	1	-1	2.8	-13	-3.6	2.0
CCOc1ccc(-n2c(SCC(=O)Nc3cc(C)on3)nnc2-c2c[nH]c3ccccc23)cc1
  11	101	-17	3.2	-13	4	1	3.9	1	-1.5	1.8
CN1CCN(C=Nc2nc3ccccc3nc2N2CCCC2)CC1
  -12	101	2	-0.4	9	1	-3	3.1	-1	-0.2	2.4
Cc1ccc(C(=O)OCC(=O)c2c[nH]c3ccccc23)cc1NC(=O)c1ccco1
  14	100	1	-0.1	6	-5	1	3.5	3	-3.0	2.1
O=C1COc2ccc(S(=O)(=O)N3CCN(c4cccc(Cl)c4)CC3)cc2N1
  12	82	-31	6.1	-10	-3	4	6.5	2	-1.7	1.1
CCC(C)(C(=O)NC1CCCCC1)N(CC1CCCO1)C(=O)c1ccccn1 (centres undefined)
  -13	98	12	-2.4	39	0	-2	-0.9	3	0.6	2.1
COc1ccc(OC)c(NC(=O)C(CC(=O)O)NCc2ccco2)c1 (centres undefined)
  /	96	-4	0.7	0	6	-5	0.0	-6	0.1	1.4

Further results follow.
Value order – SUMO Mot1 rescue	Pemphigus Ab inh	OPRM1-OPRD1 inv	OPRM1-OPRD1 ag	PfHsp90 set2	Arr AP2 block	Tat transport	AddAB inh	PKA-R1A act	Ecoli viability	phage Ecoli inh
Cc1cc(COC(=O)C2N3C(=O)[C@@H](NC(=O)COc4ccccc4)[C@H]3SC2(C)C)on1 (some centres undefined)
  -12	98	8	-1.8	-22	19	-3	5.7	-1	1.7	2.2
O=c1[nH]c(/C=C/c2cccc3ccccc23)nc2ccccc12
  142	100	-14	2.8	-17	7	1	3.2	11	1.4	3.4
CCNc1ccc(S(=O)(=O)N(C)C)cc1NCC(=O)Nc1ccccc1Br
  987*	120	-6	1.3	/	-3	-13	0.8	-8	-2.9	1.1
CN(C)c1ccc(/C=N/NC(=O)CN2CCCCC2)cc1Br
  -18	110	4	-0.8	14	-1	0	-1.5	-4	-1.3	0.9
CCOC(=O)c1sc2nc(NC(=O)C(C)(C)C)sc2c1C
  10	98	-47	9.1	0	-15	8	2.3	-20	0.2	0.8
CCN1CNC(=S)N(Cc2ccccc2)C1
  16	124	15	-2.8	0	7	2	-3.0	1	1.5	2.4
Cc1cc(NC(=O)c2noc3c2CCCCC3)nn1Cc1ccc(Cl)cc1
  -1	89	9	-1.7	17	29	4	-0.7	1	-0.6	3.3
O=C(CCc1nnc(C2CCCCC2)o1)NCc1cccc(-n2cccn2)c1
  -8	99	-6	1.2	-3	-1	6	0.7	-4	1.3	-0.8
CCOc1ccc(Oc2nc(NCC(C)C)nc(OC)n2)nn1
  -10	100	-4	0.7	17	3	4	-1.9	0	-1.7	0.7
